Bioassay records (PubChem)
Peg3 promoter – reduces Peg3 promoter-driven luciferase expression in HeLa; HeLa PEG-Prom luciferase reporter, luminescence, overnight; inhibition, % at 20 µM; 360,000 tested, 1.7% active; AID 588405;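 active = inhibition of at least 50% at 20 µM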
MITF TRPM1 inh – reduces MITF-dependent TRPM1 promoter luciferase signal. SK-MEL-5 TRPM1 promoter luciferase, 24 h. inhibition, % at 12.5 µM. 330,000 tested, 0.83% active. AID 488899;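 active = mean inhibition across replicates of 60% or more, whatever share of single replicates reaches that level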; note: values of inactives mirror those of a sister screen read the other way
CaV13 FRET inh – Disruptors of the CACNA1D IQ motif to Ca2+-dependent inactivation inhibitor domain association, primary screening, Förster resonance energy transfer in intact living … | HEK cells, CFP/YFP FRET ICDI-IQ, plate reader, 10 min; percent FRET-ratio fall versus neutral wells | inhibition, % at 12.3 µM | 340,000 tested, 0.098% active;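 active = mean replicate inhibition of at least 30% and at least 1% of replicates passing that level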;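 note: 0% = median of the neutral control wells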
Cardio protect – protects H9c2 cardiomyocytes from peroxide injury; H2O2 injury protection, ATPLite, 2 h; protection from H2O2 cell death, % at 20 µM; 360,000 tested, 0.63% active;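 active = compounds giving at least 50% protection of heart cells from peroxide-induced death in the single-dose screen, raw or plate-pattern-corrected value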;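 note: 0% = DMSO wells with peroxide and 100% = DMSO wells without peroxide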
NR2E3 ag-1 – activates human NR2E3 receptor | AID 602229 | Q9Y5X4 | 360,000 tested, 0.35% active | inhibition of corepressor binding, % at 3.98 µM | CHO-S Gal4-NCOR/VP16-NR2E3 two-hybrid, luciferase;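 active = inhibition above the mean of all tested compounds plus 3 SD, cut at about 70% in these data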;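 note: 0% = DMSO with NR2E3 transfected cells and 100% = cells lacking NR2E3 construct; higher means lower luciferase signal from less NR2E3 corepressor binding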
Target sequence (Q9Y5X4 whole entry, looked up, the tested form may be a part): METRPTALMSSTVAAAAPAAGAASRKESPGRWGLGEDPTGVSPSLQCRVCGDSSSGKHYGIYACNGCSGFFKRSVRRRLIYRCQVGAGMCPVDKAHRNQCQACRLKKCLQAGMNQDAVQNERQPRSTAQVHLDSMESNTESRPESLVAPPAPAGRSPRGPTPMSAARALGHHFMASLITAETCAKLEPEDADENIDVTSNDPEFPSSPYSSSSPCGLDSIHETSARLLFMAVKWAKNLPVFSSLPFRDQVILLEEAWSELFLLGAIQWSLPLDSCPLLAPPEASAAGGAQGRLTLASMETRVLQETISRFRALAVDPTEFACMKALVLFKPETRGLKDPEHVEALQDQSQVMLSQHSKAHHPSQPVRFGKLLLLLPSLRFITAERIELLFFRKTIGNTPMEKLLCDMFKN
HIF-2a block – blocks HIF-2a reporter activity | 786-0 RCC cells HIF-2a reporter, luciferase luminescence, overnight | inhibition, % at 18.8 µM | 360,000 tested, 0.72% active;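 active = inhibition of the luminescence signal of 40% or more relative to plate controls, in a single-dose primary screen at 18.75 µM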
NR2E3 ag-2 – NR2E3 (human) agonism; Q9Y5X4; GST-NR2E3/biotin-RetCOR TR-FRET, 1536-well; inhibition of corepressor binding, % at 4.78 µM; 320,000 tested, 0.12% active; AID 2300;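 active = percent inhibition above the cutoff of mean plus 3 SD of all tested compounds, set per screening campaign, cut at about 20% in these data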;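 note: 0% = DMSO wells and 100% = biotin wells as full block of FRET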
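Test system: GST-NR2E3 and biotin-RetCOR proteins | Quantity: 1.35 nM GST-tagged NR2E3 final | Medium: Tris pH 7.5 | Also added: 7 nM biotin-RetCOR | Dosing: Compound at 4.8 µM, single dose | Timing: 5 h at 4 °C | Detection: Time-resolved FRET | Read-out basis: Percent inhibition | Benchmarks: Biotin wells as high control, 0.6% DMSO wells as low control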
PDI turbidity – PDI (human) enzyme inhibition | P07237 | PDI insulin aggregation turbidity, A650, 90 min | inhibition, % at 10 µM | 350,000 tested, 0.052% active | AID 588391;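 active = mean inhibition across replicates of 30% or more, whatever share of single replicates reach that level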;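 note: absorbance from insulin aggregation driven by PDI reduction with DTT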
Shn3 inh set2 – Schnurri-3 reporter inhibition in Clone20 osteoblasts; Clone20 osteoblast Shn3 3'UTR firefly luciferase, 24 h; inhibition, % at 12.5 µM; 360,000 tested, 0.52% active; AID 588674;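 active = mean inhibition of at least 75% with every replicate also reaching 75%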;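 note: 0% = median of neutral control wells and 100% = pilot-screen positive control compound; some compounds past the cut are filed as inactive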
HTR2A ag – mouse HTR2A agonism via beta-arrestin recruitment; CHO-K1 mHTR2A beta-arrestin complementation, luminescence; percent of 30 µM serotonin response; P35363; activation, % at 7.6 µM; 360,000 tested, 0.66% active;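 active = activation above a run cutoff, the mean activation of all tested compounds plus 3 SD, cut at about 14% in these data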;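 note: 0% = plate median of compound wells and 100% = 30 µM serotonin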
Target sequence (P35363 whole entry, looked up): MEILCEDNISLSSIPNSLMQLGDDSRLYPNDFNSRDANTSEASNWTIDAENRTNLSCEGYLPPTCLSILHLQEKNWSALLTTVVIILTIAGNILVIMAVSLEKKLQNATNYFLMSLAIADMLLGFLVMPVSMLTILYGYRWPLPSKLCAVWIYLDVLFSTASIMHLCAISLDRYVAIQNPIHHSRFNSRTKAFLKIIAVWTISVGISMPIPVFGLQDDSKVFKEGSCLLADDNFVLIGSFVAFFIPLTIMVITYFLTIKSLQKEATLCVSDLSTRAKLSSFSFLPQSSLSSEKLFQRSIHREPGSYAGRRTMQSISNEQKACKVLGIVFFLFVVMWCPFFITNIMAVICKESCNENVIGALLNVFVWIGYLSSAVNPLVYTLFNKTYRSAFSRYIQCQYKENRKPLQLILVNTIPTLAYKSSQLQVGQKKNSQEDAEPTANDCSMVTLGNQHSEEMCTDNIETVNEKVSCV
iPSC survival up – enhancers of human iPSC single-cell survival | hiPSC single-cell survival, ATPlite luminescence; 100% = ROCK inhibitor wells, 0% = DMSO | survival enhancement, % at 20 µM | 360,000 tested, 0.044% active | AID 602274; in the data active = survival enhancement above about 18%;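 note: cells exposed to compounds for 16 hours before the ATP read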
Starred values were filed as active, the others as inactive; . = no result given.

SMILES	Peg3 promoter	MITF TRPM1 inh	CaV13 FRET inh	Cardio protect	NR2E3 ag-1	HIF-2a block	NR2E3 ag-2	PDI turbidity	Shn3 inh set2	HTR2A ag	iPSC survival up
Clc1ccc(CCNc2nc3ccccc3s2)cc1	-93	-16	-6	-18	-31	-196	0	-1	-9	-2	1.1
COc1ccc(-n2nc(C(=O)N3CCCCC3)c(C)c(C#N)c2=O)cc1	12	3	-126	4	-7	20	-4	6	7	-1	-0.1
NC(=S)N/N=C/c1ccc(-n2nncc2-c2ccc(Cl)cc2)cc1	15	14	.	-5	-1	29	3	-5	14	3	0.6
O=C1CC(c2ccco2)CC(O)=C1C=NCCN1CCNCC1 (centres undefined)	3	-1	-4	-1	-9	14	-6	3	8	4	2.6
COc1ccc(Cn2c(=S)[nH]c3ccsc3c2=O)cc1	-2	6	-4	16	13	17	-4	-4	2	-3	-0.2
CCNC(=O)C1CCCN(C(=O)c2ccc3c(c2)OCO3)CC1 (centres undefined)	10	.	-10	2	-19	11	.	-3	7	3	1.0
CCOc1ccc(NC(=O)CN(C)C(=O)Cc2n[nH]c(=O)c3ccccc23)cc1OCC	-2	16	-2	59*	-16	13	-2	5	7	0	-1.3
O=C(NCc1ccccc1F)C1CC(=O)N(Cc2ccco2)C1 (centres undefined)	23	.	-5	0	-2	11	.	-10	-10	4	9.4
CCCNC(=O)c1cc(C2CCCN(C(=O)c3cc(F)ccc3C)C2)on1 (centres undefined)	-5	.	-5	-4	-11	-5	.	-8	13	-1	-1.2
Cc1nc(C(F)(F)F)ccc1C(=O)N1CCC1(C)C(=O)NS(=O)(=O)c1ccc(C(C)(C)C)cc1 (centres undefined)	-7	.	-6	2	-21	1	.	0	-30	4	0.7
COc1ccc(/C=C/C(=O)NC2CCCCCC2)cc1S(=O)(=O)N1CCOCC1	-41	-4	-5	14	-6	-54	2	9	-5	-3	-0.9
COC(=O)c1cc(C#N)c(OC)nc1C	3	-3	1	1	7	8	3	-4	-6	-1	-1.2
CCOC(=O)C1CCN(CCC(=O)Nc2cccc(C)c2)CC1	13	12	-7	2	-10	11	-1	4	-21	-2	0.1
Cc1ccc(CCNC(=O)c2nnn(-c3cccc(C)c3)c2N)cc1	-10	-12	-5	2	-30	-2	-1	12	15	-2	-0.8
COc1ccc(-c2csc(NCCc3nc4cc(Cl)c(N5CCCCC5)cc4n3CCOCCO)n2)cc1	-7	0	-12	6	-36	16	0	2	10	-1	-1.8
NC(=O)COC(=O)c1cc([N+](=O)[O-])ccc1NCCO	4	10	4	3	18	5	-1	6	1	-6	-0.4
CCC1CCCCN1S(=O)(=O)c1ccc2[nH]c(=O)ccc2c1 (centres undefined)	0	.	-5	6	-24	6	2	.	-4	5	0.4
CC(=O)N1CCc2cc(S(=O)(=O)NCC(=O)NCc3ccc(Cl)cc3)ccc21	15	-2	-2	-2	3	21	3	10	7	-7	-0.4
CC(=O)CC(=O)Nc1ccn(-c2ccccc2)n1	-4	-14	-6	-5	-33	-14	-1	9	4	-2	-5.7
CCCC(c1nnnn1Cc1cccs1)N1CCN(C2CCCC2)CC1 (centres undefined)	11	-7	-4	13	-13	11	2	7	0	-1	-2.1
CNC(=S)NNC(=O)c1cn(C)nc1C	6	-10	-4	-1	1	8	2	13	0	2	-0.8
O=[N+]([O-])c1ccc(O)c(N=Cc2sc3ccccc3c2O)c1	-55	0	-5	6	12	-130	-4	-1	8	-2	-1.1
CCN=C1S/C(=C\c2cn(CC(=O)NCCOC)c3ccccc23)C(=O)N1CC	13	-13	-1	21	3	4	-4	0	20	-1	1.9
O=C(CN1CCOCC1)Nc1cc(C(F)(F)F)ccc1Cl	16	-3	-18	-6	6	-4	-1	0	15	-1	-0.8
COc1ccc(Cl)cc1N1C(=O)C2CCCN2C1c1ccc(F)cc1 (centres undefined)	-1	2	-11	-11	5	2	-1	.	-1	-1	0.4

Single records, from the list above. Values in the order: Peg3 promoter, MITF TRPM1 inh, CaV13 FRET inh, Cardio protect, NR2E3 ag-1, HIF-2a block, NR2E3 ag-2, PDI turbidity, Shn3 inh set2, HTR2A ag, iPSC survival up
CCC1CCCCN1S(=O)(=O)c1ccc2[nH]c(=O)ccc2c1 (centres undefined) is entered as 0, ., -5, 6, -24, 6, 2, ., -4, 5, 0.4
CC(=O)CC(=O)Nc1ccn(-c2ccccc2)n1 is entered as -4, -14, -6, -5, -33, -14, -1, 9, 4, -2, -5.7
COc1ccc(Cl)cc1N1C(=O)C2CCCN2C1c1ccc(F)cc1 (centres undefined) is entered as -1, 2, -11, -11, 5, 2, -1, ., -1, -1, 0.4

Ordered by value in Shn3 inh set2 (descending): some entries from above.
Molecule | Shn3 inh set2
O=C(CN1CCOCC1)Nc1cc(C(F)(F)F)ccc1Cl | 15
CCOc1ccc(NC(=O)CN(C)C(=O)Cc2n[nH]c(=O)c3ccccc23)cc1OCC | 7
CCCC(c1nnnn1Cc1cccs1)N1CCN(C2CCCC2)CC1 (centres undefined) | 0
COC(=O)c1cc(C#N)c(OC)nc1C | -6
Cc1nc(C(F)(F)F)ccc1C(=O)N1CCC1(C)C(=O)NS(=O)(=O)c1ccc(C(C)(C)C)cc1 (centres undefined) | -30

(list continues)
SMILES	Peg3 promoter	MITF TRPM1 inh	CaV13 FRET inh	Cardio protect	NR2E3 ag-1	HIF-2a block	NR2E3 ag-2	PDI turbidity	Shn3 inh set2	HTR2A ag	iPSC survival up
COC(=O)c1cc(S(=O)(=O)Nc2ccsc2C(=O)OC)oc1C	15	0	-14	-3	-8	12	4	-2	2	7	-0.4
CC(Cc1nnc(SCC(=O)O)n1N)c1ccccc1 (centres undefined)	13	-11	-18	10	-4	14	0	6	-10	2	-0.4
CSc1nnc2ccc(-c3ccccn3)nn12	-3	-3	-4	34	23	-10	5	-4	4	1	0.2
Cc1nc2cc(-c3cccs3)nn2c(NCC(C)(C)CN(C)C)c1C	17	-15	-7	3	8	9	5	-11	-4	5	0.6
Nc1cc(OC(=O)c2cccs2)nn1S(=O)(=O)c1ccc(F)cc1	8	-12	.	1	-10	13	1	-15	11	3	0.0
O=C(Nc1cc2c(cc1Br)OCCCO2)c1cccnc1	-109	-8	.	-1	-20	-102	-1	1	-21	-5	0.7
O=C(Nc1cccc(S(=O)(=O)N2CCOCC2)c1)c1cc([N+](=O)[O-])ccc1N1CCOCC1	15	13	-2	7	-2	5	3	15	-10	-4	0.6
COc1ccc(Oc2nc3ccccc3nc2C(F)(F)F)cc1	5	-1	-5	-6	11	-15	-2	-2	-8	4	3.6
COc1cccc(-c2nn[nH]n2)c1O	0	6	-4	-1	-25	5	0	-6	-11	1	1.1
Cc1ccc(Nc2c(N)c(=O)oc3ccccc23)cc1	-31	2	.	-4	-97	-78	0	0	-13	-3	0.0
CSCc1c(C(=O)OCC(=O)c2ccc[nH]2)oc2ccccc12	-2	10	-7	5	-12	7	.	0	-1	7	1.2
COc1cc(CC(=O)Oc2ccc3c(c2)OCO3)cc(OC)c1OC	7	10	.	-3	8	12	-1	0	-10	1	0.2
CCOC(=O)C1CN(S(=O)(=O)c2ccc(OC)cc2)c2ccccc2O1 (centres undefined)	8	3	-21	-4	1	5	2	-5	-12	-1	0.2
CC1(C)CC(N2CN(C3CCCCC3)CC2=O)CC(C)(C)N1	8	-5	.	2	-1	0	7	-17	0	5	-0.2
COc1ccc(N2CC(C(=O)OCC(=O)Nc3cccc(C)c3C)CC2=O)cc1 (centres undefined)	20	-1	-5	3	-13	14	2	-4	-5	5	-0.5
COc1ccc(N(CC(=O)NC2CCCC2)C(=O)Cn2nnc(-c3ccc(C)o3)n2)c(OC)c1	10	8	-7	-3	-10	21	.	1	6	1	0.1
CCCCN(C(=O)C(C)N1C(=O)c2ccccc2C1=O)c1c(N)n(CC(C)C)c(=O)[nH]c1=O (centres undefined)	9	-1	-6	-1	10	5	2	4	14	8	-2.3
Cc1ccc(C2C(C=Nc3c(C)n(C)n(-c4ccccc4)c3=O)=C(c3ccccc3)Oc3ccccc32)cc1 (centres undefined)	15	-16	-4	-3	14	7	-2	4	53	-2	-0.3
Cc1nc(C(=O)Nc2cc(Cl)ccc2Cl)nn1-c1cc(OC(C)C)c(Cl)cc1Cl	14	-9	-5	-4	-16	7	-1	-2	19	2	0.9
C/C(CC(=O)NCc1ccco1)=N\NC(=O)COc1ccc(Cl)cc1Cl	5	3	-2	1	-9	4	-1	2	-15	0	-0.6
Cc1nc(Nc2ccc(C(=O)O)cc2)sc1-c1ccccc1	11	37	-5	-19	-116	-30	4	-25	-12	3	-1.3
N#Cc1ccccc1NC(=O)COC(=O)c1c[nH]c2ccccc12	-45	3	-6	6	-22	-35	.	0	1	-4	0.1
CCOC(=O)Nc1ccc2nc(N3CCCCCC3)sc2c1	-198	-30	-21	-7	-138	-324	0	-4	-6	-1	0.2
CCn1cc(Cl)c(C(=O)Nc2nc3ccccc3n2CCN2CCCCC2)n1	-16	.	-6	21	-19	7	4	-2	-4	13	3.8
Cc1ccc(S(=O)(=O)NCc2ccccc2)cc1C(=O)N(C)CC(=O)Nc1ccccc1Br	12	10	-3	8	6	9	.	-4	48	-7	-0.6
CC(NC(=O)C(C)N1CCN(Cc2ccccc2)CC1)c1ccc(F)cc1 (centres undefined)	-11	-7	-2	3	-8	6	8	-3	-10	1	0.0
Cc1ccc(-n2ncc3c(NCc4cccnc4)ncnc32)c(C)c1	1	13	-2	-18	33	0	3	-6	49	4	-2.8
CC(=O)c1c(C(=O)O)c2ccccc2[nH]c1=O	14	-10	-3	-3	-17	14	-1	3	5	-1	-0.1

Single values from the entries so far.
CCCNC(=O)c1cc(C2CCCN(C(=O)c3cc(F)ccc3C)C2)on1 (centres undefined) @ PDI turbidity = -8
COc1cc(CC(=O)Oc2ccc3c(c2)OCO3)cc(OC)c1OC @ NR2E3 ag-1 = 8
